# Screening data as filed in PubChem.
# RGS8-Gao reg: human RGS8-Galphao interaction regulation; multiplexed bead flow cytometry, RGS8-Galphao binding; actives lie on both sides; response (percent of control binding), % at 10 µM; 220,000 tested, 0.34% active; in the data active = response below about 60% or above about 140%; inactive = in between;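 also: Galphao activated as the GDP aluminium fluoride complex binding bead-coupled RGS8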
# Target sequence (P09471 whole entry, looked up): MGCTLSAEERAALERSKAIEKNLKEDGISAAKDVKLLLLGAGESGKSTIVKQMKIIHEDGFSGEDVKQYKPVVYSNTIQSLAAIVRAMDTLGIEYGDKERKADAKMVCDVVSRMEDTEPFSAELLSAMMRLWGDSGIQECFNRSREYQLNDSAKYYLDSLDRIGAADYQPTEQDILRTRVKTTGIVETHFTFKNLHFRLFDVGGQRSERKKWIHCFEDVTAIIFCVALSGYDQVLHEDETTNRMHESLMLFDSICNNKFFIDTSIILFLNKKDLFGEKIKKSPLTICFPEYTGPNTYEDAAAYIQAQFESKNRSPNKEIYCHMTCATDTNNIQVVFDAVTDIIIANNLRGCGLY
# RGS4-Gao reg: modulates binding of RGS4 to human Galphao | P09471 | Multiplexed bead flow cytometry; actives lie on both sides | 220,000 tested, 0.33% active | binding response (% of control), % at 10 µM | AID 1415; in the data active = binding response below about 49% or above about 150%; inactive = in between;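 also: fluorescent Galphao activated with aluminum fluoride binding bead-coupled RGS4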
# RGS7-Gao: human RGS7-Galphao interaction regulation | P09471 | binding response (% of control), % at 10 µM | Multiplexed bead flow cytometry, RGS7-Galphao binding; actives lie on both sides | 220,000 tested, 0.35% active; in the data active = binding response below about 49% or above about 150%; inconclusive = no clear call, values can overlap the other calls; inactive = in between;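 also: fluorescent Galphao held in activated GDP-AlF4 state binding bead-coupled RGS7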
# * marks the source's active call; other numbers are inactive results; ? = inconclusive; . = not tested or not shown. Only part of the results is shown. The share of hits here may be higher or lower than overall.
# The first two records as a preview:
SMILES,RGS8-Gao reg,RGS4-Gao reg,RGS7-Gao
COc1ccc(C(=O)N2CCCC(C(=O)N3CCN(c4ccccc4)CC3)C2)cc1 (stereo not drawn),106,114,?
O=C1CCCC(O)=C1N=Nc1ccc(S(=O)(=O)N2CCOCC2)cc1,98,100,?

# All compounds of this part, from the start:
SMILES,RGS8-Gao reg,RGS4-Gao reg,RGS7-Gao
COc1ccc(C(=O)N2CCCC(C(=O)N3CCN(c4ccccc4)CC3)C2)cc1 (stereo not drawn),106,114,?
O=C1CCCC(O)=C1N=Nc1ccc(S(=O)(=O)N2CCOCC2)cc1,98,100,?
CCOC(=O)c1ccc(NC(=O)c2nc[nH]c2C(=O)N2CCN(c3ccccc3)CC2)cc1,99,100,?
CCCCCc1cc(=O)oc2c(C(CCN3CCCC3)c3cc(OC)c(OC)c(OC)c3)c(OC)cc(OC)c12 (stereo not drawn),99,92,?
OC1(CNCc2ccccc2)C2CC3CC(C2)CC1C3 (stereo not drawn),99,98,?
COC(=O)c1c(-c2c(Cl)cccc2Cl)noc1NC(=O)NN1CCOCC1,107,106,?
CC(=O)N1CCOCCOCCOCC1,101,101,?
CC(/C=C/c1ccccc1)=N/NC(=O)Cn1nnc(N)n1,99,98,?
S=C(NCc1ccco1)N/N=C/c1cccnc1,103,100,?
Fc1ccccc1/C=N/n1c(-c2cccnc2)n[nH]c1=S,101,102,?
O=S(=O)(c1ccc(NC(=S)NCc2ccco2)cc1)N1CCCCC1,96,99,?
CN(CCC#N)C(=O)CC1(Cc2ccccc2)CCOC(C)(C)C1 (stereo not drawn),102,107,?
Nc1nc(SCC(=O)Nc2ccc(OCc3ccccc3)cc2)n[nH]1,101,101,?
O=C(O)CC(CC(=O)Nc1ccccc1C(=O)O)c1ccccc1 (stereo not drawn),101,97,?
O=c1[nH]c(CSc2ncnc3sccc23)nc2ccccc12,104,99,?
COc1cc(/C=C2\SC(=O)N(c3ccc(O)cc3)C2=O)cc(OC)c1OC,103,103,?
Cc1nc(N)sc1N=Nc1c(C)n(C)n(-c2ccccc2)c1=O,101,101,?
O=C(NCc1nc(-c2ccc(C(F)(F)F)cc2)no1)c1cccs1,102,102,?
CCOC(=O)/C(C#N)=C1\SS/C(=C(/C#N)C(=O)OCC)S1,85,100,?
COC(=O)c1c(C)nn(-c2ccc(OC(F)(F)F)cc2)c1-c1snnc1C,98,99,?
Cc1nc(/C(=N/O)C(N)=O)cs1,99,99,?
S=c1[nH]c2ccccc2n2cccc12,94,100,?
CCN1C(=O)CCC(C(=O)O)C1c1ccc(OC)cc1 (stereo not drawn),100,97,?
Cc1cc(Cl)c(S(=O)(=O)N2CCN(c3ccccn3)CC2)cc1OCC(=O)NC1CCCCC1,101,95,?
Cc1ccccc1C(=O)Nc1nc(SCc2ccc(Cl)cc2)n[nH]1,93,92,?
CC(C)(C)N1CC(OC(N)=O)C1,100,102,?
CCCCN(CCCC)CCCNC(=O)C1CC(c2ccc(C(F)(F)F)cc2)=NO1 (stereo not drawn),101,97,?
COC(=O)c1c(C)oc(C)c1S(=O)(=O)N1CCOCC1,93,90,?
COc1ccc(Cl)cc1C(=O)Nc1cc(=O)n(C)c(=O)n1C,107,106,?
CS/C(N)=N/S(=O)(=O)c1ccc(NC(C)=O)cc1,84,114,?
COc1cc2c(cc1OC)C(CCc1ccccc1)=NCC2,103,104,?
CN(C)CCNC(=O)c1onc(CSc2ccc(F)c(F)c2)c1C(=O)NCCN(C)C,97,88,?
Cc1cc(C(=O)NNc2ccc(Cl)cc2)no1,101,97,?
COc1ccc(/C=N/NC(=O)CN2CCCc3ccccc32)c(OC)c1,99,98,?
CCOC(=O)c1sc(Nc2ccccc2Cl)nc1C,100,102,?
O=C1NN(c2ccccc2)C(=O)/C1=C/c1ccc(Sc2ccc(Cl)cc2)o1,99,95,?
CCC(CC)c1nn2c(N)c(/C=C3\C=Nc4ccccc43)c(=O)nc2s1,101,107,?
COc1cc(/C=C/C(=O)NCc2nc3ccccc3[nH]2)cc(OC)c1OC,97,98,?
O=C(O)CNc1nc(-c2ccccc2)nc2c1oc1ccccc12,98,98,?
c1ccc(-c2cn(-c3ccccc3)c3[n+]2CCCS3)cc1,102,103,?
O=C(c1ccccc1Cl)N1CCC(n2cccc2)CC1,100,99,?
NC(=O)C1(N2CCCCC2)CCN(Cc2ccc(Br)cc2)CC1,98,93,?
Cc1cc(C)nc(NC(=NCCc2c[nH]c3ccccc23)NC(=O)C(C)(C)C)n1,99,99,?
CC1CCN(C2CCN(C(=O)c3ccccc3F)CC2)CC1,104,107,?
COc1ccc(/C=C/c2nnc(NC(=O)C(C)C)s2)cc1,98,97,?
c1ccc(Sc2ncnc3ccccc23)cc1,97,99,?
Cc1cc(C)cc(OCC(=O)O/N=C(\N)Cc2ccc([N+](=O)[O-])cc2)c1,99,98,?
COc1ccc(-c2c(=O)n(OCc3nc4ccccc4[nH]3)c3ccccc3[n+]2[O-])cc1,107,107,?
COc1cccc(CNC(=O)CCC2CCCN(Cc3ccc4c(c3)CCO4)C2)c1 (stereo not drawn),106,111,?
O=C(NCc1ccccn1)C(=O)Nc1nc(-c2ccccc2)cs1,103,106,?
CCCCn1c(=N)n(CC(O)c2ccccc2)c2ccccc21 (stereo not drawn),104,108,?
Cc1cc(-n2cc(Br)c(=O)[nH]c2=O)nc(-c2ccccc2)n1,99,100,?
Fc1ccccc1/C=N/n1cc(-c2ccccc2)[nH]c1=S,94,99,?
Clc1ccc(C2[C@H]3CN(CC4CCCCC4)[C@H](c4ccccc4)C34CC2(c2cccnc2)C4)cn1 (stereo partly drawn),101,93,?
COc1ccc2c(c1)CCC(C)N2C(=O)C(=O)c1c[nH]c2ccccc12 (stereo not drawn),94,90,?
O=C(NCc1ccco1)c1ccccc1-c1nc(-c2ccc(F)cc2)no1,102,101,?
CN1CCN(C2CC(=O)N(CCc3ccccc3)C2=O)CC1 (stereo not drawn),101,103,?
O=C(CSc1nc2ccccc2s1)NC1CCCC1,99,102,?
CC(=O)c1cccc(CN2CCN(C3CCCCC3)C(CCO)C2)c1 (stereo not drawn),104,105,?
O=C1Nc2ccccc2/C1=N/N=C/c1cccc(O)c1,105,108,?
# Next section
SMILES,RGS8-Gao reg,RGS4-Gao reg,RGS7-Gao
CC(OC(=O)C1=COCCO1)C(=O)Nc1cccc(S(=O)(=O)N2CCOCC2)c1 (stereo not drawn),101,101,?
Cc1nc(-c2cc(C#N)c(Sc3cccc(C(F)(F)F)c3)nc2C)cs1,100,100,?
NC(=S)c1cc2cc(Cl)ccc2oc1=O,101,104,?
COC(=O)/C=C1/S/C(=N/N=C/c2ccco2)NC1=O,100,99,?
Cc1c(NC(=S)N/N=C/c2ccc(Br)cc2)c(=O)n(-c2ccccc2)n1C,99,99,?
COc1ccccc1N=Nc1c(C)noc1C,100,94,?
O=C(Cn1cncn1)N/N=C/c1cccc(Cl)c1,103,105,?
O=C1CSC(=Nc2ccc(Cl)cc2)N1Cc1ccco1,100,97,?
COc1ccc2nc(SCCC(=O)O)cc(C)c2c1,104,107,?
CCN(CC)c1ccc(/C=C2\C(=O)N(c3nnc(C)c(=O)[nH]3)N=C2C)cc1,97,113,?
CCOC(=O)c1cc(C#N)c(N2CCN(C(=O)c3cccc(C(F)(F)F)c3)CC2)nc1C(F)(F)F,105,107,?
CCn1cc(C(=O)NP(=O)(Nc2ccc(C)cc2)Nc2ccc(C)cc2)c2ccccc21,102,96,?
Cc1cccc(C(=O)NC(C)C(c2cccs2)N2CCOCC2)c1 (stereo not drawn),99,94,?
O=S(=O)(Nc1ccc(C(F)(F)F)cn1)c1ccccc1,104,105,.
O=C(COc1ccccc1)Nc1ncn[nH]1,99,100,?
Cc1nc2c(C)cccc2c2c1COC2,99,96,?
O=C(N/N=C/c1ccc2nccnc2c1)c1ccc(Br)cc1,100,102,?
Fc1cccc(-n2c(-c3cccs3)nc3nc4ccccc4nc32)c1,100,99,?
CCCCc1ccc(NC(=O)c2ccc(N(C)S(C)(=O)=O)cc2)cc1,102,97,?
COc1ccc(COC(=O)c2ccc3c(=O)n4c(nc3c2)CCC4)cc1F,104,107,?

# Reformatted tab-delimited: 16 of the compounds above
Molecule	RGS8-Gao reg	RGS4-Gao reg	RGS7-Gao
CC(OC(=O)C1=COCCO1)C(=O)Nc1cccc(S(=O)(=O)N2CCOCC2)c1 (stereo not drawn)	101	101	?
Cc1nc(-c2cc(C#N)c(Sc3cccc(C(F)(F)F)c3)nc2C)cs1	100	100	?
NC(=S)c1cc2cc(Cl)ccc2oc1=O	101	104	?
COC(=O)/C=C1/S/C(=N/N=C/c2ccco2)NC1=O	100	99	?
Cc1c(NC(=S)N/N=C/c2ccc(Br)cc2)c(=O)n(-c2ccccc2)n1C	99	99	?
COc1ccccc1N=Nc1c(C)noc1C	100	94	?
O=C(Cn1cncn1)N/N=C/c1cccc(Cl)c1	103	105	?
O=C1CSC(=Nc2ccc(Cl)cc2)N1Cc1ccco1	100	97	?
COc1ccc2nc(SCCC(=O)O)cc(C)c2c1	104	107	?
CCN(CC)c1ccc(/C=C2\C(=O)N(c3nnc(C)c(=O)[nH]3)N=C2C)cc1	97	113	?
CCOC(=O)c1cc(C#N)c(N2CCN(C(=O)c3cccc(C(F)(F)F)c3)CC2)nc1C(F)(F)F	105	107	?
CCn1cc(C(=O)NP(=O)(Nc2ccc(C)cc2)Nc2ccc(C)cc2)c2ccccc21	102	96	?
Cc1cccc(C(=O)NC(C)C(c2cccs2)N2CCOCC2)c1 (stereo not drawn)	99	94	?
O=S(=O)(Nc1ccc(C(F)(F)F)cn1)c1ccccc1	104	105	.
O=C(COc1ccccc1)Nc1ncn[nH]1	99	100	?
Cc1nc2c(C)cccc2c2c1COC2	99	96	?

# Following part:
SMILES,RGS8-Gao reg,RGS4-Gao reg,RGS7-Gao
O=S(=O)(Nc1ccc(N2CCCCC2)cc1)c1ccccc1F,101,102,?
O=C(Nc1ccccc1)Nc1ccccc1C(=O)NCC1CC1,93,88,?
O=C(NN=C1CCCC1)c1[nH]c2ccc(Cl)cc2c1-c1ccccc1,98,88,?
CC1CCC(NC(=O)C(Cc2ccccc2)n2cccc2)CC1 (stereo not drawn),102,104,?
COC(=O)c1sc(-c2ccc(C(C)(C)C)cc2)cc1NC(=O)COCC(=O)O,99,100,?
CCCCSc1cc(C)nc(N)n1,98,96,?
Cc1onc(-c2c(Cl)cccc2Cl)c1-c1nc2cc(Cl)ccc2c(=O)o1,100,102,?
Cc1ccc(NC(=O)CCc2nc3ccccc3[nH]2)cc1C,100,101,?
CC(=O)c1ccc(NC(=O)C2CCN(S(=O)(=O)c3cccs3)CC2)cc1,95,97,?
C=C1CCN(CC(=O)OC)S(=O)(=O)c2ccccc21,99,96,?
CC1(C)CCc2cc(-c3ccn(S(=O)(=O)c4ccccc4Cl)n3)ccc2O1,103,101,?
O=C(Cn1nc(-c2ccccc2)c2ccccc2c1=O)Nc1ccc(F)cc1,94,96,?
CCC(=O)OCC(=O)Nc1ncc(C(F)(F)F)cc1Cl,97,90,?
C/C(=N/NC(=O)CNC(=O)CCc1ccccc1)c1ccc(Cl)c(Cl)c1,101,99,?
Cc1onc(-c2ccccc2)c1CNS(=O)(=O)c1ccccc1[N+](=O)[O-],101,100,?
COCC(C)n1c(SCc2cc(C(=O)OC)c(C)o2)nc2ccccc2c1=O (stereo not drawn),105,103,?
Cc1cccc(N(C)C(=O)C2CCCN2S(=O)(=O)c2cccc3nsnc23)c1 (stereo not drawn),101,102,?
Nc1nnn(CC(=O)N/N=C/c2ccccc2)n1,99,101,?
CCOC(=O)c1ccc(NC(=S)Nc2cccc(N)n2)cc1,98,100,?
Brc1ccc(-c2noc(-c3ccccc3)n2)o1,99,97,?
O=C(C1=C(O)C(=O)N(c2ncccn2)C1c1ccc(F)cc1)c1ccco1 (stereo not drawn),101,97,?
COc1ccc(NC(=O)N2CCN(C(=O)Nc3ccc(OC)cc3)CC2)cc1,104,99,?
O=C(/C=C/c1ccco1)N(Cc1cccc(Br)c1)C1CCS(=O)(=O)C1 (stereo not drawn),97,98,?
COc1cc(OC)c2c(c1)C(=O)OC2OC (stereo not drawn),99,95,?
CC(C)(C)OC(=O)N1CCC[C@H]1c1nnc(SCC(=O)Nc2ccc(Br)cc2)o1,102,97,?
Cc1onc(-c2ccc(Cl)cc2Cl)c1-c1csc(COc2ccccc2)n1,102,101,?
O=C(c1cnn2c(C(F)(F)F)cc(-c3cccs3)nc12)N1CCCC1,101,100,?
COc1cc(-c2cc(=O)c3c(O)c(OC)c(OC)c(OC)c3o2)cc(OC)c1OC,94,90,?
CCOC(=O)C1=NNC2C(=O)N(Cc3ccccc3)C(=O)C12 (stereo not drawn),92,92,?
CCOC(=O)N1CCC(NC(=O)c2cccs2)CC1,101,103,?
CC(=O)Nc1ccc(Nc2ncnc(N)c2[N+](=O)[O-])cc1,95,91,?
CCN(CC)c1ccc(/C=N/NC(=O)c2ccc3nc[nH]c3c2)c(O)c1,93,95,?
NS(=O)(=O)c1ccc(NC(=O)CN2C(=O)CCC2=O)cc1,99,89,?
COC(=O)C1=C(C)N(c2ccccc2)/C(=C/c2ccco2)C1=O,104,106,?
CC1CCC(C(C)C)C(=O)/C1=C/c1ccc(N)cc1 (stereo not drawn),102,100,?
CC(=C/c1ccccc1)/C=N/NC(=O)c1ccccn1,98,95,?
Cc1cc(C)n(CCC(=O)N/N=C/c2ccc(Cl)c([N+](=O)[O-])c2)n1,97,100,?
Cc1ccc(S(=O)(=O)N(C)C)cc1NC(=O)COC(=O)c1sc2cc(Cl)ccc2c1Cl,105,116,?
COC(=O)CCCC1=CC2=CC(=O)C(C)(OC(=O)c3cccs3)C(=O)C2=CN1Cc1ccc2c(c1)OCO2 (stereo not drawn),100,94,?
CC(=O)Cc1cc(O)c2ccccc2c1OC(=O)c1ccc(Br)cc1,100,104,?
COC(=O)CCCCCN1C(=O)/C(=C\c2ccncc2)SC1=S,95,88,?
